# SUMO HTRF inh: blocks human SUMOylation mediated by UBC9. inhibition, % at 35 µM. 0.36% of 290,000 active. AID 2006. HTRF SUMOylation assay, SAE1/SAE2 + UBC9, in vitro; in the data active means inhibition above about 50%, passing the limit was not always enough; further: strong numbers were not always called active
# PHOSPHO1 inh: PHOSPHO1 (human) inhibition; Q8TCT1; 1.1% of 290,000 active; recombinant PHOSPHO1, absorbance phosphatase assay; inhibition, % at 13.3 µM; in the data active means inhibition above about 60%
# NS3 helicase inh: inhibitors of Hepatitis C virus NS3 helicase | NS3 helicase DNA unwinding, Cy5 molecular beacon fluorescence | inhibition, % at 10.9 µM | 0.56% of 290,000 active | AID 1800;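 active means inhibition above the mean of all tested compounds plus 3 SD, set per campaign, cut at about 35% in these data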;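 further: 0% = DMSO wells and 100% = thioflavine S control wells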
#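 Control set: DMSO versus 110 µM thioflavine S; Material: NS3 helicase fragment of HCV; Measured by: Cy5 fluorescence at 0 and 60 min, beacon hairpin quenching; Read-out basis: percent inhibition from t60/t0 fluorescence ratio; Times: reaction time 60 min, 25 °C; Repeats: single replicate; Compound dosing: single dose, 10.9 µM nominal final, DMSO 0.8% final.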
# VIM-2 inh: blocks Pseudomonas aeruginosa VIM-2 metallo-beta-lactamase; purified VIM-2, nitrocefin hydrolysis, epi-absorbance fluorescence; inhibition, % at 5.6 µM; 0.89% of 290,000 active;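 active means inhibition above the mean of all tested compounds plus 3 SD, cutoff set per screening run, cut at about 7.5% in these data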;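 further: red hydrolysis product quenches plate fluorescence so inhibitors raise well fluorescence; 0% = enzyme with DMSO and 100% = DMSO without enzyme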
# p-CIP stab down: lowers stability of the mouse p/CIP coactivator protein; Q05BA5; F442A p/CIP-EGFP cells, EGFP fluorescence, 16 h; decrease of EGFP signal, % at 10 µM; 0.01% of 290,000 active; AID 1984;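 active means EGFP signal decrease of at least 30% at 10 µM or well 3 SD below plate mean, unless failing retest; inactive means the rest, including hits failing retest or dose response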; further: some compounds called inactive have numbers as strong as hits; many of its hits are not listed in these tables
# MEKK3 PB1 HTS: MEKK3-MEK5 PB1 interaction, increase or decrease. bead-based flow cytometry, Alexa488-MEK5 binding to MEKK3; actives lie on both sides; 0 = blocked by unlabeled MEK5, 100 = vehicle. Q99759. AID 1529. 1.4% of 290,000 active. binding response (% of control), % at 10 µM;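 active means binding response more than 3 SD above or below the average of its plate-row segment, actives on both sides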;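 further: Alexa488 bead fluorescence after subtracting the streptavidin-only scavenger bead signal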
# Target sequence (Q99759 whole entry, looked up): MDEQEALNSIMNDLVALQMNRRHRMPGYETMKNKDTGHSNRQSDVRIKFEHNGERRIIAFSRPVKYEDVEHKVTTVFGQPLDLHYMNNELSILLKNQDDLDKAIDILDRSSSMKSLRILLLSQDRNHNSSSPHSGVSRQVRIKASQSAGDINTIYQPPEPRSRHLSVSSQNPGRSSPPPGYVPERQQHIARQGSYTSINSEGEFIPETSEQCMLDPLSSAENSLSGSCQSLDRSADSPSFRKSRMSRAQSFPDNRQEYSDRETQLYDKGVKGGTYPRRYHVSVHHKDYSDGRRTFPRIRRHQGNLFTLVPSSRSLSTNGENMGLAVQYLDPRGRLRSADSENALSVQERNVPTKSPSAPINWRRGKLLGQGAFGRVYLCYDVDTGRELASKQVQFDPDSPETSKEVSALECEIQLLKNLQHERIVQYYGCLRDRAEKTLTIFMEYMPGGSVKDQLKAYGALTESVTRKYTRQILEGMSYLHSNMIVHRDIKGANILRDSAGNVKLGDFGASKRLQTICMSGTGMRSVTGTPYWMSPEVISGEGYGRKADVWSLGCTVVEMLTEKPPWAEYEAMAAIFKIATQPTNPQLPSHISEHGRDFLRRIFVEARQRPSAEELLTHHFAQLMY
# IDE act: activators of human insulin-degrading enzyme in cells | HEK cells, FAbeta-B cleavage, fluorescence polarization; 0% vehicle, 100% cell-free pure enzyme wells | activation, % at 5.96 µM | 0.073% of 340,000 active;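 active means activation above the mean of all tested compounds plus 3 SD, set per screening campaign, cut at about 17% in these data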
# IMP-1 inhibitor: inhibitors of Pseudomonas aeruginosa IMP-1 metallo-beta-lactamase | purified IMP-1, nitrocefin hydrolysis, epi-absorbance fluorescence | inhibition, % at 5.6 µM | 0.45% of 290,000 active;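 active means inhibition above the mean plus 3 SD of all compounds in the same screening run, cut at about 4.5% in these data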;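 further: 0% = IMP-1 with DMSO and 100% = DMSO wells lacking enzyme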
#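 system = purified recombinant IMP-1 beta-lactamase | amount = 0.2 nM IMP-1, as dispensed | medium = HEPES buffer pH 7.1 with ZnSO4 and Brij 35 | times = 25 °C, 15 min preincubation, 25 min reaction | detection = plate fluorescence quenching by hydrolysis product, ex 480/em 530 nm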
# DNA FID counter: fluorescent intercalator displacement, NS3 helicase counter-screen. inhibition, % at 7.9 µM. DNA fluorescent intercalator displacement, fluorescence. 0.17% of 290,000 active; in the data active means inhibition above about 37%;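 further: 0% = vehicle and 100% = reference compound; higher means more ethidium bromide displaced from hairpin DNA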
# Starred values were filed as active, the others as inactive; x = no result given; & = joins results of further samples. Only part of the results is shown; rates above refer to the full screens.
SMILES,SUMO HTRF inh,PHOSPHO1 inh,NS3 helicase inh,VIM-2 inh,p-CIP stab down,MEKK3 PB1 HTS,IDE act,IMP-1 inhibitor,DNA FID counter
NS(=O)(=O)c1cc2c(cc1C(F)(F)F)NC(Cc1ccccc1)NS2(=O)=O (stereo unspecified),-8,4,-1,-1.0,-5,97,6,-4.3,-2
O=C1NCC2(CCN(CCc3ccccc3)CC2)O1,-14,8,x,x,-5,110,-1,x,x
COc1cc2nc(N3CCN(C(=O)C4COc5ccccc5O4)CC3)nc(N)c2cc1OC (stereo unspecified),-11,-11,-25,-1.4,-7,116&85,7,-1.2,3
CCOC(=O)C1(CCOc2ccccc2)CCN(Cc2ccc(O)c(Cl)c2)CC1,-2,20,-70,-2.5,-29,104,5,-2.8,10
Cc1nnc(NS(=O)(=O)c2ccc(N)cc2)s1,16,4,-3,-2.1,2,93,1,-3.3,3
Cc1nc2c3ccccc3nc(NNC(=O)CCC(=O)N3CCN(c4ccccc4)CC3)n2n1,-6,-20,6,-3.2,-3,101,2,-1.0,-33
O=C(O)COC(=O)Cc1ccccc1Nc1c(Cl)cccc1Cl,11,10,13,-1.2,0,105,2,-2.6,-19
CC(=O)[C@H]1CC[C@H]2[C@@H]3C[C@H](C)C4=CC(=O)CC[C@]4(C)[C@H]3[C@@H](O)C[C@]12C,-10,1,2,-1.1,-3,109,-25,-2.9,-32
c1ccc2c(CC3=NCCN3)cccc2c1,6,-14,6,-1.1,-5,88,7,-0.8,-3
C/C=C/C=N\NC(=O)c1ccncc1,2,15,-3,-0.4,5,100,4,-1.7,-1
Nc1ccc(C(=O)Nc2ccccc2N)cc1,16,8,-4,-2.0,-15,93,2,-3.1,-1
C[C@H](CCC(=O)O)[C@H]1CC[C@H]2[C@@H]3[C@@H](O)C[C@@H]4C[C@H](O)CC[C@]4(C)[C@H]3CC[C@]12C,5,40,32,1.5,-5,100,-1,-4.6,-46
C[C@]12CC[C@H]3[C@@H](CCC4=CC(=O)CC[C@@]43C)[C@@H]1CC[C@@H]2C(=O)CO,23,11,1,-1.6,-8,98,-6,-1.7,-17
Nc1cc(-c2ccncc2)c[nH]c1=O,0,6,4,0.8,-1,84,0,-3.2,-1
CC1(C)OC2CC3C4CC(F)C5=CC(=O)C=CC5(C)C4(F)C(O)CC3(C)C2(C(=O)CO)O1 (stereo unspecified),12,16,-15,0.0,-5,102,-2,-0.5,-14
CN1CCC(=C2c3ccccc3CCc3sccc32)CC1,0,36,-21,-1.1,-20,116&105,0,-0.2,16
CC1=NN(c2ccccc2)C(=O)C1,94,1,5,-1.1,1,86,3,-1.1,-3
CC(C)Cn1cnc2c1c(=O)n(C)c(=O)n2C,7,28,-4,-1.7,1,109,0,-2.2,-4
CCOc1ccc(S(=O)(=O)N2CCCCCC2)c2ccccc12,-11,50,-1,0.1,-4,105,8,-2.1,-14
COc1ccc(CN(CCN(C)C)c2ccccn2)cc1,-10,33,1,-0.2,-11,111,-1&4&8,-3.1,1

# Random excerpt: 2 entries already listed
SMILES,SUMO HTRF inh,PHOSPHO1 inh,NS3 helicase inh,VIM-2 inh,p-CIP stab down,MEKK3 PB1 HTS,IDE act,IMP-1 inhibitor,DNA FID counter
CC1=NN(c2ccccc2)C(=O)C1,94,1,5,-1.1,1,86,3,-1.1,-3
C[C@H](CCC(=O)O)[C@H]1CC[C@H]2[C@@H]3[C@@H](O)C[C@@H]4C[C@H](O)CC[C@]4(C)[C@H]3CC[C@]12C,5,40,32,1.5,-5,100,-1,-4.6,-46

# The list goes on:
SMILES,SUMO HTRF inh,PHOSPHO1 inh,NS3 helicase inh,VIM-2 inh,p-CIP stab down,MEKK3 PB1 HTS,IDE act,IMP-1 inhibitor,DNA FID counter
CCCn1ncc(CN2CCCC(C(=O)c3cccc(OC(C)C)c3)C2)c1C (stereo unspecified),8,0,-18,0.2,-6,97,5,0.6,22
O=C1N(c2ccccc2)c2ccccc2C1(Cc1ccncc1)Cc1ccncc1,2,44,-11,-0.3,-7,98&100&101,4,-0.9,-13
COc1ccccc1OCC(O)COC(N)=O (stereo unspecified),-12,8,2,-1.1,6,92,6,-3.1,-2
Cc1coc2c1C(=O)C(=O)c1c-2ccc2c1CCCC2(C)C,39,0,32,-0.5,5,96,4,0.9,-9
Cc1cc(C)nc(/N=C(\N)Nc2ccc(S(N)(=O)=O)cc2)n1,-4,21,3,-3.8,4,100,-1,-0.6,-1
CN(C)CCCN1c2ccccc2Sc2ccccc21,-3,-6,-33,-1.8,0,104,7,-3.3,14

# 13 consecutive entries from above, for reference:
SMILES,SUMO HTRF inh,PHOSPHO1 inh,NS3 helicase inh,VIM-2 inh,p-CIP stab down,MEKK3 PB1 HTS,IDE act,IMP-1 inhibitor,DNA FID counter
Nc1ccc(C(=O)Nc2ccccc2N)cc1,16,8,-4,-2.0,-15,93,2,-3.1,-1
C[C@H](CCC(=O)O)[C@H]1CC[C@H]2[C@@H]3[C@@H](O)C[C@@H]4C[C@H](O)CC[C@]4(C)[C@H]3CC[C@]12C,5,40,32,1.5,-5,100,-1,-4.6,-46
C[C@]12CC[C@H]3[C@@H](CCC4=CC(=O)CC[C@@]43C)[C@@H]1CC[C@@H]2C(=O)CO,23,11,1,-1.6,-8,98,-6,-1.7,-17
Nc1cc(-c2ccncc2)c[nH]c1=O,0,6,4,0.8,-1,84,0,-3.2,-1
CC1(C)OC2CC3C4CC(F)C5=CC(=O)C=CC5(C)C4(F)C(O)CC3(C)C2(C(=O)CO)O1 (stereo unspecified),12,16,-15,0.0,-5,102,-2,-0.5,-14
CN1CCC(=C2c3ccccc3CCc3sccc32)CC1,0,36,-21,-1.1,-20,116&105,0,-0.2,16
CC1=NN(c2ccccc2)C(=O)C1,94,1,5,-1.1,1,86,3,-1.1,-3
CC(C)Cn1cnc2c1c(=O)n(C)c(=O)n2C,7,28,-4,-1.7,1,109,0,-2.2,-4
CCOc1ccc(S(=O)(=O)N2CCCCCC2)c2ccccc12,-11,50,-1,0.1,-4,105,8,-2.1,-14
COc1ccc(CN(CCN(C)C)c2ccccn2)cc1,-10,33,1,-0.2,-11,111,-1&4&8,-3.1,1
CCCn1ncc(CN2CCCC(C(=O)c3cccc(OC(C)C)c3)C2)c1C (stereo unspecified),8,0,-18,0.2,-6,97,5,0.6,22
O=C1N(c2ccccc2)c2ccccc2C1(Cc1ccncc1)Cc1ccncc1,2,44,-11,-0.3,-7,98&100&101,4,-0.9,-13
COc1ccccc1OCC(O)COC(N)=O (stereo unspecified),-12,8,2,-1.1,6,92,6,-3.1,-2
